aGal spleen mod: alpha-galactosidase A (human) modulation; P06280; human spleen homogenate, 4MU-alpha-Gal fluorescence, 40 min; Potency, µM (highest dose often 80 µM), for the others: at the highest dose activity change, negative = inhibition, usual class: inhibitors; hit rate 0.008% among 240,000;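 further: 0% = enzyme with vehicle and -100% = no enzyme basal signal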
Target sequence (P06280 32-429 limits assumed): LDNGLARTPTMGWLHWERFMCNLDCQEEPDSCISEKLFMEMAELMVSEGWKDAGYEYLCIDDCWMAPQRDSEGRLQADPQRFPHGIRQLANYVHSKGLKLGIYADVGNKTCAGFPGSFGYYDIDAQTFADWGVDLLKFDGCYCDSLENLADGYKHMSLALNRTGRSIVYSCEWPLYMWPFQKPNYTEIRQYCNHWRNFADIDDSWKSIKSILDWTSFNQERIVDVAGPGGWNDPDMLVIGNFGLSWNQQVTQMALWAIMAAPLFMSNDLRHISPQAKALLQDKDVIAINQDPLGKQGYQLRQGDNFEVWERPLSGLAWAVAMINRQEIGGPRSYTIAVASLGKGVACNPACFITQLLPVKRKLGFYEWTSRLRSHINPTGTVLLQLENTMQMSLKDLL
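Human spleen homogenate (1 ug) as enzyme source, 4-methylumbelliferyl-alpha-D-galactopyranoside 1 mM final, citrate/phosphate pH 5.0 with 0.01% Tween-20. Compounds 40 min at 37C, NaOH/glycine stop; fluorescence Ex 365/Em 440, Hill-fit AC50.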
HTT cytoprotect: protects HTT-Q103 PC12 cells, measured by ATP. Potency, µM (doses to about 56.4 µM), for the others: cytoprotection (ATP increase), hits mostly activators. PC12 HTT-Q103 induced, cytoprotection, ATP luminescence, 40 h. AID 1471. hit rate 0.14% among 230,000;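 further: % of control where 0% means no effect; nearly all actives have a fitted effect of over 45% in size; toxic huntingtin expression switched on by the ecdysone agonist tebufenozide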
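ATP quantification (ATPlite) reports survival of PC12 cells in which tebufenozide, 100 nM final, switches on Htt exon 1 with 103 glutamines linked to GFP; compounds are titrated.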
GAA spleen mod: inhibits or activates alpha-glucosidase in human spleen homogenate; P10253; human spleen homogenate, 4-MU-alpha-glucoside fluorescence; hit rate 0.006% among 240,000; Potency, µM (top dose mostly 79.9 µM), for the others: top-dose activity change, negative = inhibition, hits mostly inhibitors;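 further: 0% = enzyme with vehicle and -100% = no enzyme basal signal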
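Human spleen homogenate (1 ug) incubated with compounds and 1 mM 4-methylumbelliferyl-alpha-D-glucopyranoside in pH 5.0 citrate/phosphate buffer, 37 C, 40 min. Stopped at pH 10; 4-MU fluorescence (Ex 365/Em 440 nm); AC50 by Hill fit.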
Tau fluor cs: counter-screen for tau fibril formation inhibitors; hit rate 0.93% among 280,000; Potency, µM (titrated, usually from 57.7 µM), for the others: at the top dose activity change, negative = decrease; AID 1463; tau K18 P301L Alexa594 fluorescence, heparin fibrillization; further: on the % scale 0 is the no-effect control and ±100 the full control effect; nearly all actives have a fitted effect of over 55% in size
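Human tau K18 P301L (15 uM unlabeled, 0.24 uM Alexa 594-labeled) in 100 mM sodium acetate pH 7 with 20 uM heparin, 6 hr at 37 C. ThT 30 uM added, 1 hr ambient; Alexa 594 FP and total fluorescence read at 555/632 nm.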
Tau FP inhib: blocks human tau fibril formation measured by polarization. Potency, µM (series often up to 57.7 µM), without a hit: top-dose activity, negative = inhibition, usual class: inhibitors. K18 P301L tau heparin fibrillization, Alexa594 FP, 6 h. hit rate 0.39% among 280,000. AID 1468. P10636; further: on the % scale 0 is the no-effect control and ±100 the full control effect; nearly all actives have a fitted effect of over 55% in size
Target sequence (P10636 561-689 P618L limits assumed): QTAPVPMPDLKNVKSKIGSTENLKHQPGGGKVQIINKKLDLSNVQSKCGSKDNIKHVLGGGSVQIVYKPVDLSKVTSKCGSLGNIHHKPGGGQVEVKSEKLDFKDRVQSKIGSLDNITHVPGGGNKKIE
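K18 P301L tau (15 uM unlabeled/0.24 uM Alexa 594-labeled, final) + compound + heparin 20 uM final; 100 mM NaOAc pH 7; 6 hr 37 C; ThT 30 uM final added, 1 hr RT; FP ex 555/em 632 nm.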
GAA inh: blocks human lysosomal alpha-glucosidase. P10253. purified human GAA, 4-MU-alpha-glucoside fluorescence. Potency, µM (doses to about 76.9 µM), inactives show top-dose activity change, negative = inhibition, most hits filed as inhibitors. hit rate 0.005% among 200,000. AID 1466;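 further: plate controls were uninhibited enzyme wells for no effect and no-enzyme background for full effect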
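Read-out is 4-methylumbelliferone fluorescence (Ex 365/Em 440 nm) after NaOH/glycine stop at pH 10. Enzyme 4 nM, substrate 400 uM, pH 5.0 citrate buffer, 20 min room temperature; AC50 from Hill-equation concentration-response.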
GAA glycogen mod: GAA glycogen-cleavage inhibition or activation; P10253; AID 2100; Potency, µM (doses to about 76.4 µM), for the others: top-dose activity change, negative = inhibition, usual class: inhibitors; recombinant GAA, glycogen substrate, Amplex Red glucose oxidase fluorescence; hit rate 0.38% among 300,000;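 further: 0% = full enzyme reaction and -100% = no-enzyme basal signal; the screen sought inhibitors and activators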
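Recombinant human enzyme (4 nM); glycogen substrate; 37 C, 40 min, pH 5.0. Readout: coupled glucose oxidase/Amplex Red fluorescence.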
Tau fibril ThT: inhibitors of human tau fibril formation, thioflavin T binding. Potency, µM (highest dose often 57.4 µM), inactives show at the highest dose activity, negative = inhibition, hits mostly inhibitors. recombinant tau K18 P301L (four-repeat tau fragment), heparin-induced fibrillization, ThT fluorescence. AID 1460. hit rate 2.1% among 270,000. P10636; further: on the % scale 0 is the no-effect control and ±100 the full control effect; nearly all actives have a fitted effect of over 55% in size
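Aggregation was driven by heparin (20 uM final) acting on recombinant tau […] bearing P301L in 100 mM sodium acetate pH 7; fibrils were detected with Thioflavin T.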
* hit, by the source's call; ? = inconclusive; . = not tested or not shown; [ ] = another dose, or the depositor's remark. The call rests on the fitted dose curve; in most records, active means well fitted curve in the direction sought with a large enough effect; inconclusive means small, poorly fitted or top-dose-only effect, or another doubt; inactive means no such curve, though single readings can be large; an effect the other way counts as inactive or inconclusive. Potency means the concentration at half of the fitted maximal effect.

SMILES	aGal spleen mod	HTT cytoprotect	GAA spleen mod	Tau fluor cs	Tau FP inhib	GAA inh	GAA glycogen mod	Tau fibril ThT
Cc1oc2cc([N+](=O)[O-])c(O)c([N+](=O)[O-])c2c1C(=O)c1ccc(Br)cc1	3%	-76%[inhibitor]	0%	-30%	?	?	0%	10µM*
Cc1c(Cl)c(C(F)(F)F)nn1CC(=O)N1CCSCC1	4%	16%[10 µM]	9%	5%	9%	1%	5%	3%
c1cnc(N2CCN(c3nc4ccccc4n4cnnc34)CC2)nc1	5%	-24%	-6%	-11%	-2%	-11%	9%	?
COC(=O)c1cccc(CN2C(=O)SC(Nc3ccc(Br)cc3)C2=O)c1 (configuration not stated)	.	.	.	?	?	.	4%[76.3 µM]	-6%
Cc1cccc(Oc2cc(NC(=O)Cn3cnc([N+](=O)[O-])n3)cc([N+](=O)[O-])c2)c1	3%	2%[10 µM]	3%	?	4%	-1%	-13%	0%
COC(=O)c1ccc(/C=N/NC(=O)CC(=O)NC2CCCCC2)cc1	-4%	-59%[inhibitor]	-3%	-2%	-1%	3%	3%	-3%
Cc1cc(N2CCC(C(=O)NC3CCCCC3)CC2)nc(-c2ccccc2)n1	1%	21%[10 µM]	5%	-4%	0%	-2%	5%	-16%
Clc1ccccc1-c1nn2c(-c3ccccn3)nnc2s1	2%	-11%	3%	-7%	-6%	-13%	6%	?
O=C(CC1SC(=Nc2ccccc2)N(Cc2ccccn2)C1=O)Nc1cccc(Cl)c1 (configuration not stated)	2%	7%[10 µM]	-2%	10µM*[quencher]	-13%	-9%	-9%	-11%
CN1c2ccccc2C(C)(C)C12C=Cc1cc(O)ccc1O2 (configuration not stated)	5%	-32%	-11%	?	3%	0%	12µM*	?
Cc1ccc(CSc2nc3cccnc3n2Cc2nc(-c3ccccc3F)oc2C)cc1	.	.	.	-17%	7%	.	0%[76.3 µM]	?
Cc1cc(C)cc(C(=O)NC(CC(N)=O)c2ccc(NC3CCCCCC3)c([N+](=O)[O-])c2)c1 (configuration not stated)	0%	14%[10 µM]	-7%	-11%	6%	.	0%	-15%
CCNC(=S)N/N=C/c1ccc(C(=O)O)cc1	0%	.	6%	-2%	2%	-1%	-2%	4%
CCCCCc1c(C)nc(Nc2ccc(F)cc2)[nH]c1=O	3%	-28%	7%	?	?	3%	-2%	-3%
CCOC(=O)CC(NC(=O)C1c2ccccc2Oc2ccccc21)c1ccccc1Cl (configuration not stated)	4%	3%[10 µM]	3%	-6%	-8%	-3%	0%	-3%
Cc1ccc(C2c3sc(=O)[nH]c3SC3C(=O)NC(=O)C32)cc1 (configuration not stated)	-19%	-24%[10 µM]	4%	-8%	-5%	2%	?	?
FC(F)(F)c1cc(-c2ccco2)nc(NCc2ccco2)n1	0%	19%[10 µM]	3%	1%	4%	0%	-6%	4%
CC(=O)c1cccc(NC(=O)CN2C(=O)COc3ccc(Cl)cc32)c1	6%	0%	-4%	-11%	4%	-1%	2%	6%
CC(Oc1ccc(Cl)cc1Cl)C(=O)NCCC1=CCCCC1 (configuration not stated)	3%	-5%[10 µM]	-4%	0%	11%	3%	-1%	-10%
Cc1cc(C(F)F)n2nc(C(=O)Nc3sc4c(c3C#N)CCC4)nc2n1	-1%	.	3%	-18%	-2%	-2%	2%	?
COc1ccccc1N1CCN(c2nc3c(S(=O)(=O)c4ccccc4)nnn3c3ccc(Cl)cc23)CC1	.	.	.	-15%	-10%	.	0%[76.3 µM]	2%
COc1cc(OC)c(S(=O)(=O)NC(C)C)cc1S(=O)(=O)NC(C)C	-2%	0%	-2%	-3%	-5%	-1%	10%	-4%
CC(/C=N/Nc1nncc(=O)[nH]1)=C\c1ccccc1	10%	-5%[10 µM]	1%	1%	-1%	4%	-6%	-6%
COc1ccc(N2CCN(C(=O)c3ccc(NS(=O)(=O)c4cccs4)cc3)CC2)cc1	10%	-26%	1%	-22%	?	-2%	8%	-10%
O=C(Cc1ccccc1)Nc1nnc(-c2ccco2)o1	1%	-12%	.	2%	-1%	-1%	-1%	1%
O=C(c1ccccc1)c1cc[n+]([O-])cc1	-4%	15%[1.9 µM]	-11%	2%	4%	1%	7%	-7%
Cc1ccc(-c2cn3c(n2)sc2cc(C(=O)NCCC4=CCCCC4)ccc23)c(C)c1	.	.	.	-8%	?	.	-5%[76.3 µM]	13%
CC(C(=O)O)C1SC(=O)NC1=O (configuration not stated)	6%	9%	1%	-2%	-1%	-2%	-5%	-3%
CNC(=O)NNC(=O)c1onc(-c2c(Cl)cccc2Cl)c1C(=O)OC	1%	2%[10 µM]	-4%	-1%	2%	.	-7%	-3%
Cn1nc(C(F)(F)F)c(C(=O)Nc2ccc(F)cc2F)c1Cl	4%	-20%	-1%	-5%	-2%	-2%	-3%	-3%
COc1ccc(-c2cn3c(n2)sc2cc(C(=O)NC4CCCCCC4)ccc23)cc1	.	.	.	1%	-6%	.	-8%[76.3 µM]	-1%
CC(C)C(=O)Nc1ccc(NC(=O)c2cccnc2)cn1	-11%	3%	-5%	2%	-4%	1%	8%	-1%
NC(=O)[C@H](Cc1cc2ccccc2s1)NC(=O)[C@@H]1CC2(CC(c3cccc(NC(=O)[C@@H]4CCC(=O)N4)c3)=NO2)CN1C(=O)/C=C/Sc1ccccc1 (some centres not stated)	2%	.	5%	-30%	-13%	-8%[15.4 µM]	-16%	-17%
CCOc1ccccc1C1C(C#N)=C(N)Oc2cc(C)n(C)c(=O)c21 (configuration not stated)	6%	28%[10 µM]	-2%	2%	1%	?	5%	4%
Cc1ccc(/C(CSc2nccn2-c2ncc(C(F)(F)F)cc2Cl)=N\O)cc1	-7%	11%[10 µM]	-16%	-15%	6%	-4%	-11%	-17%
COc1cccc(NC(=O)COC(=O)/C=C/c2ccc(Cl)cc2Cl)c1	7%	8%[10 µM]	5%	?	-8%	9%	3%	-11%
Cc1ccc(SCCC(=O)N2CCC(C(N)=O)CC2)cc1	0%	-16%[10 µM]	-2%	4%	-3%	4%	10%	4%
C=C1C(C(=O)N2CCOCC2)C1C(=O)N1CCOCC1 (configuration not stated)	4%	-15%	3%	6%	2%	4%	10%	-3%
COC(=O)c1cc(COc2ccc3c4c(c(=O)oc3c2)CCC4)c(C)o1	2%	2%	5%	-1%	6%	9%	10%	?
CCOc1ccc2nc(NCCNC(=O)C(C)(C)C)c(C)cc2c1	17%	13%[10 µM]	5%	-8%	0%	?	-4%	-13%

Fetched by structure from the list above:
SMILES	aGal spleen mod	HTT cytoprotect	GAA spleen mod	Tau fluor cs	Tau FP inhib	GAA inh	GAA glycogen mod	Tau fibril ThT
Cc1cc(N2CCC(C(=O)NC3CCCCC3)CC2)nc(-c2ccccc2)n1	1%	21%[10 µM]	5%	-4%	0%	-2%	5%	-16%
Clc1ccccc1-c1nn2c(-c3ccccn3)nnc2s1	2%	-11%	3%	-7%	-6%	-13%	6%	?
CC(C)C(=O)Nc1ccc(NC(=O)c2cccnc2)cn1	-11%	3%	-5%	2%	-4%	1%	8%	-1%
O=C(CC1SC(=Nc2ccccc2)N(Cc2ccccn2)C1=O)Nc1cccc(Cl)c1 (configuration not stated)	2%	7%[10 µM]	-2%	10µM*[quencher]	-13%	-9%	-9%	-11%
COc1ccccc1N1CCN(c2nc3c(S(=O)(=O)c4ccccc4)nnn3c3ccc(Cl)cc23)CC1	.	.	.	-15%	-10%	.	0%[76.3 µM]	2%
COc1ccc(-c2cn3c(n2)sc2cc(C(=O)NC4CCCCCC4)ccc23)cc1	.	.	.	1%	-6%	.	-8%[76.3 µM]	-1%

(cont.)
SMILES	aGal spleen mod	HTT cytoprotect	GAA spleen mod	Tau fluor cs	Tau FP inhib	GAA inh	GAA glycogen mod	Tau fibril ThT
CN(C)C(=O)CSc1nnc(-c2cnccn2)n1C	3%	1%[10 µM]	2%	6%	7%	0%	0%	12%
COC(=O)c1c(OC)cc2c(c1C)Oc1c(Cl)c(OC(C)=O)c(Cl)c(C)c1C(=O)O2	12%	.	-1%	-12%	-2%	.	.	?
NCCCSC1=NCCCN1	8%	-27%[10 µM]	3%	-4%	1%	-8%	2%	-4%
O=C(Nc1cc2c(oc1=O)CCCC2=O)c1ccccc1	4%	0%[10 µM]	-4%	-9%	0%	-3%	0%	-24%
CC(Oc1ccc2oc3ccccc3c2c1)C(=O)NC12CC3CC(CC(C3)C1)C2 (configuration not stated)	0%	-15%[10 µM]	-3%	-11%	11%	-2%	-5%	?
Cc1ccc(-n2c(SCC(=O)NC3CCCCC3)nc3c(c2=O)SCC3)cc1	1%	25%	-4%	-1%	-2%	3%	1%	-10%
Cc1ccccc1CS(=O)(=O)Cc1ccc(C(=O)NCCCN2CCOCC2)o1	-3%	-6%	-9%	10%	5%	-1%	3%	5%
CCOc1ccc(C(=O)Nc2ccc3c(c2)OCCO3)cc1OC	6%	-19%[0.074 µM]	-20%	-5%	-3%	?	5%	?
COc1ccccc1C(=O)Nc1ccccn1	-5%	-4%[1.9 µM]	-6%	3%	3%	?	3%	7%
Cc1cc(/C=N/NC(=O)c2cccc(N(C)C)c2)c(C)n1-c1cc(C(=O)O)cc(C(=O)O)c1	1%	-34%[inhibitor]	10%	-9%	-3%	8%	-27%	?
CCN(CC)c1ccc(/C=N\N2CCN(Cc3ccc(C)cc3)CC2)cc1	9%	-31%[inhibitor]	-6%	?	-4%	-12%	-12%	?
CCOc1ccc2nc(NCCNC(=O)C3CC3)c(C)cc2c1	26%	3%[10 µM]	6%	-5%	7%	?	0%	?
CCOC(=O)c1c[nH]c2c(C)ccc(Cl)c2c1=O	0%	14%	3%	4%	-2%	6%	25%	-1%
CCOC(=O)c1c(C)[nH]c(C(=O)COC(=O)C2=NNC(=O)CC2)c1C	-6%	9%	-2%	0%	6%	-12%	-14%	-15%

Screening results deposited in PubChem BioAssay by National Center for Advancing Translational Sciences (NCATS).
